Assay outcomes from PubChem.
Polio RdRp inh = inhibitors of poliovirus RNA polymerase binding and polymerization | poliovirus polymerase elongation, fluorescence polarization; hits give low values | actives 0.66% (n = 150,000) | AID 588519 | % elongation, % (compound at 16.7 µg/mL) | P03300; in the data active = % elongation below about 90%; also: some results filed as inactive read as strong as hits
Target sequence (P03300 1749-2209 limits assumed): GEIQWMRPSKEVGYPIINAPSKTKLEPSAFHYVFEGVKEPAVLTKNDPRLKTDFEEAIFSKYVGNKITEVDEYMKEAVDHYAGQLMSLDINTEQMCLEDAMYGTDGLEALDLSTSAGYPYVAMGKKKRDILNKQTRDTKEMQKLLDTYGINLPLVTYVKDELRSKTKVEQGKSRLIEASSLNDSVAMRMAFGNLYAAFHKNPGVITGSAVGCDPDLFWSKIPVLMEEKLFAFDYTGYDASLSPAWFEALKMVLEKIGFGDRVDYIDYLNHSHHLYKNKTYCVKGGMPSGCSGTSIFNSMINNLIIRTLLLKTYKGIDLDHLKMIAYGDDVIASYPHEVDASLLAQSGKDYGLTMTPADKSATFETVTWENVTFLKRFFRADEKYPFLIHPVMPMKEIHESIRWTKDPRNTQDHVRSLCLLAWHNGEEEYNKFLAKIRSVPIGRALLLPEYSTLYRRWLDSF
Polio RdRp inh FP z-score = also measured in Polio RdRp inh; calls as there; z-score; measured here: FP z-score; hits read low
Starred values were filed as active, the others as inactive; & = joins results of further samples. This is a subset (hit frequency here may not be typical).

canonical_smiles,Polio RdRp inh,Polio RdRp inh FP z-score
Cc1ccc(CN(C(=O)COc2ccccc2Cl)c2ccccn2)o1,109,0.2
COc1cccc(NCCCCO)c1,100,-0.5
O=C(NCc1ccccc1)c1nc(S(=O)(=O)Cc2ccc(F)cc2)ncc1Cl,101,-1
O=c1[nH]c(CCl)nc2sc3c(c12)CCCC3,100,-0.2
Cc1cccc(-n2ncc(C(=O)N3CCN(Cc4ccccc4)CC3)c2C2CCN(C(=O)OC(C)(C)C)CC2)c1,104,-0.5
COc1ccc(OC)c(CNC(=O)c2ccc(C)c(NC(=O)c3nsc4ccccc34)c2)c1,109,0.5
CC(O)CNCc1ccccc1OCc1ccccc1F (stereo not drawn),104,0
CCOC(=O)CSc1nc2sc3c(c2c(=O)n1Cc1ccccc1)CC(C)CC3 (stereo not drawn),105,0.4
FC(F)(F)c1cccc(N2CCN(Cc3cccs3)CC2)c1,100,0.2
COc1cc(NC(=O)c2ccc3c(Cl)c4c(nc3c2)CCC4)cc(OC)c1OC,104,-0.7
CC(C)Sc1nc2c(c(=O)[nH]1)C(c1cccs1)C1=C(CC(C)(C)CC1=O)N2 (stereo not drawn),103,0.4
COc1cc(OC)c(NC(=O)CCn2cccn2)cc1Cl,110,1
O=C(Cn1c(-c2cccs2)cc2cc(F)ccc21)NCCCN1CCN(c2ccccc2F)CC1,107,-0.5
CC(C)c1c(C#N)c(N)nc(SCC(N)=O)c1C#N,121,1.8
CN1C(N)=NC(=O)C12COC(c1cccnc1)OC2 (stereo not drawn),101,-0.2
CCc1ccc(S(=O)(=O)NCc2csc(-c3cccnc3)n2)s1,102,1.1
COC(=O)c1c(NC(=O)CCN2CCOCC2)sc2c1CCCC2,100,-0.5
C/C=C(\C(=O)O)c1ccccc1,104,0.8
[O-][n+]1onc2c1CCc1c-2nc(-c2ccccc2)n1O,100,0.1
Cn1c(=O)c(C(=O)CN2CCCCC2)c(N)n(Cc2ccccc2)c1=O,105,1.1
CCN(CC)c1nc2c3c(nc4c(c3c1C#N)CC(=O)N4c1cc(Cl)cc(Cl)c1)NC(C)=N2,119,2
CN(Cc1ccccc1)S(=O)(=O)c1ccc(F)cc1,100,-0.2
COn1c(=O)c(-c2ccc(I)cc2)[n+]([O-])c2ccccc21,102,0
CCN(CC)S(=O)(=O)c1cccc(C(=O)OCN2C(=O)c3ccccc3C2=O)c1,102,-0.1
COc1ccc(-c2c3c(=O)n(C)c(=O)n(C)c3c3n2C(C)(C)COC3)cc1,99,-1.5
CCCCN(CCCC)CCCNC(=O)c1cc(-c2ccc(Cl)s2)nc2ccccc12,103,-0.5
CSc1nc(CSc2nnc(-c3ccccc3)n2-c2ccc(Cl)cc2)cc(=O)[nH]1,104,0.3
Cc1ccc(NS(=O)(=O)c2ccc3[nH]c4c(c3c2)CCCCCC4)cc1C,113,1.2
CC(NCCCO)c1ccccn1 (stereo not drawn),103,0.5
CCCCN(C)c1nnc(NC(=O)Nc2cccc(C)c2)s1,107,1.8
CN(C)/C=C/C(=O)c1ccco1,97,-1.1
Cc1cc2cc(CNS(=O)(=O)c3ccccc3)ccc2n1C,101,-0.2
Cc1cccc(NC(=O)Cn2c(=O)n(CCCC(=O)NCc3ccc4c(c3)OCO4)c(=O)c3ccccc32)c1,99,-0.1
COC(=O)c1cc(S(=O)(=O)Nc2nn(C)c3cccc(F)c23)oc1C,102,0.1
O=C(CSc1nnc(CNC(=O)c2ccccc2F)o1)Nc1ccc(F)cc1F,101,-0.5
COc1ccccc1NC(=O)Cn1c(=O)n(CCCCCC(=O)NCc2ccccc2)c(=O)c2sccc21,105,0
CCOC(=O)C(=O)Nc1nnc2n1CCS2,98,-2.2
COC(=O)c1cc(CSc2cccc[n+]2[O-])oc1C,105,0.2
COC(=O)c1cc2nc(C)cc(C(F)(F)F)n2n1,103,0.4
COc1cccc(C(=O)NCCc2cc3ccc(OC)cc3[nH]c2=O)c1,102,0.8
N#CC1=C(N)C(C#N)(C#N)C(c2cccs2)C=C1C1CC1 (stereo not drawn),95,-0.4
COC(=O)CC(=O)CSc1nc(C)cc(C)c1C#N,103,0.7
Cc1c(C(=O)N2CCCC2)oc2c1-c1nn(CC(=O)NC(C)c3ccccc3)cc1CC2 (stereo not drawn),108,0.1
O=C1CCCc2cc(S(=O)(=O)NCC3CCC(C(=O)Nc4ccccc4F)CC3)ccc2N1 (stereo not drawn),101,-1.2
NC(=O)COc1ccc2ccc(=O)oc2c1,99,-0.1
Cn1nc(C(=O)Nc2ccccc2C#N)c2c1-c1ccccc1SC2,111,0.2
O=S(=O)(c1ccc(Br)cc1)N1CCn2c(nc3ccccc32)C1,99,-0.2
COc1ccccc1Nc1c2c(nc3ccc(NC(=O)c4ccc(OC)c(OC)c4)cc13)CCCC2,103,-0.2
Cc1ccc(-n2c(C)cc(C(=O)CC#N)c2C)cc1C,107,0.6
CCn1cc(S(=O)(=O)c2ccc(C)cc2C)c(=O)c2cc(F)c(N3CCCC3)cc21,105,-0.6
CCOC(=O)c1c(C)[nH]c(C(=O)NCC(c2ccco2)N2CCCCC2)c1C (stereo not drawn),101,-0.3
CCN(CC)c1cc(C)c2cc(NC(=O)c3cc(OC)cc(OC)c3)ccc2n1,107,0.7
C=CCSc1nnc(NC(=O)c2oc3ccccc3c2C)s1,106,0.3
CCOC(=O)N1CCN(C(=O)c2cc(Nc3ccc(OC)cc3OC)nc3ccccc23)CC1,101,-0.5
O=C(COc1ccccc1)Nc1ccc(S(=O)(=O)Nc2ncccn2)cc1,105,0.3
CCOc1ccccc1NC(=O)CCS(=O)(=O)c1ccc2c(c1)oc(=O)n2C,110,0.4
Cc1cc(C)c(N(CC(O)Cn2cc(/C=N/O)c3ccccc32)S(C)(=O)=O)c(C)c1 (stereo not drawn),106,0.9
CCOC(=O)C1=C(C)NC(=O)NC1c1c(O)ccc2ccccc12 (stereo not drawn),101,0
CCCC1CCC(c2ccc(/C(N)=N/O)cc2)CC1 (stereo not drawn),111,0.6
CCOc1ccc(CCNC(=O)Cn2nnc(-c3ccc(C(F)(F)F)cc3)n2)cc1OCC,107,0.6

Carrying on.
Structure | Polio RdRp inh | Polio RdRp inh FP z-score
CCOC(=O)N1CCC(NC(=O)CN2C(=O)COc3ccc(C(C)(C)C)cc32)CC1 | 100 | 0
CCC(=O)N1CCc2cc(Br)cc(S(=O)(=O)CCC(=O)NCc3ccc(F)cc3)c21 | 102 | -0.9
COc1ccc(-n2c(SCC(=O)N(C)Cc3cccs3)nc3ccccc32)cc1 | 107 | 0.7
COc1ccc2c(c1)NC(c1ccc(OCC(C)C)cc1)=NC(c1ccncc1)=N2 | 106 | -0.1
Cc1cc(C)c2sc(NC(=O)c3ccc(S(=O)(=O)N4CCOCC4)cc3)nc2c1 | 102 | -1.4
CCOc1ccc(NC(=O)CCCN2C(=O)C(c3ccccc3)Oc3cccnc32)cc1 (stereo not drawn) | 107 | 0
CN(C)C1=NC(C(F)(F)F)(C(F)(F)F)N=C(c2ccccc2)O1 | 107 | 0.9
O=C(c1ccc(-c2cccc(C(F)(F)F)c2)o1)N1CCOCC1 | 102 | 0
CN(C)c1ccc(/C=C/C(=O)C(C(=O)c2ccccc2)=C2SCCS2)cc1 | 138 | 3.5
Cn1c(Oc2cccc(Cl)c2)nc2c1c(=O)n(Cc1ccccc1Cl)c(=O)n2C | 114 | 0.6
COc1ccc(N2CCN(C(=O)CN(c3cccc(C(F)(F)F)c3)S(C)(=O)=O)CC2)cc1 | 101 | 0
CCc1c(C)nc2n(c1=O)C(CS(=O)(=O)c1ccc(C)cc1)CS2 (stereo not drawn) | 103 | 0.2
Cc1ccc2nc(N3CC(=O)N(CCc4ccccc4)C(=O)C3)c3nncn3c2c1 | 102 | 0
O=C1C(=Cc2ccc3c(c2)OCO3)C(=O)c2ccccc21 | 94 | -2.8
COc1ccc(-c2c(C#N)c(SCC(=O)Nc3ccccc3C)nc(C)c2C(=O)Nc2ccc(Cl)cc2)cc1 | 107 | 0.4
CC(=O)c1cc(C(=O)Nc2cc(C)cc(C)c2)c2ccccn12 | 104 | -0.6
FC(F)Oc1cc(C(F)(F)F)cc(C(F)(F)F)c1 | 99 | -0.4
O=C(NCc1cccs1)c1cc(-c2cccs2)on1 | 102 | 0.3
CCOc1ccc(CNCc2cn[nH]c2-c2ccccc2)cc1 | 101 | -0.1
CC1(C)CC(CCc2nc(=S)[nH][nH]2)C(=O)O1 (stereo not drawn) | 102 | 0.1
Cc1ccoc1CC[N+](C)(C)C | 104 | 0.1
Cc1cccc(N2CCN(CCNC(=O)c3c(C)nn(-c4ccc(F)cc4)c3-n3cccc3)CC2)c1C | 100 | -1.1
C=CCOc1cc(C)nc(-c2ccccc2O)n1 | 101 | 0.3
O=C1Cc2cc(S(=O)(=O)N3CCCCC3)cc3c2N1CCC3 | 114 | 1.6
CCOc1ccc(NC(=O)CC2C(=O)N(c3ccccc3)C(=O)N2Cc2ccc3c(c2)OCO3)cc1 (stereo not drawn) | 105 | 0.1
c1ccc(N2CCN(c3nc4ccccc4n4cnnc34)CC2)cc1 | 100 | -0.1
COc1ccccc1C(CCNCc1ccccc1)c1ccco1 (stereo not drawn) | 102 | 0.1
COc1cc(OC)c(-c2cc(C(=O)NCc3ccc(F)cc3)c3c(-c4ccccc4)[nH]nc3n2)cc1OC | 103 | -0.5
CC1Cc2ccccc2N1C(=O)COC(=O)c1ccccc1 (stereo not drawn) | 101 | -0.2
CCOc1ccc(CN(C)CC(=O)NC2(C#N)CCCC2)cc1 | 103 | 0.2
Cc1nnc(Nc2cccc(Cl)c2C)s1 | 103 | -0.1
COC(=O)c1c(C)oc2ccc(OCC#N)cc12 | 102 | 0.2
CCOC(=O)c1cnc2c(Cl)c(Cl)ccc2c1NCCN1CCOCC1 | 107 | 0.5
Cc1ccc(NC(=O)CC2Sc3ccccc3NC2=O)cc1 (stereo not drawn) | 98 | -0.9
COCCNC(=O)c1ccccc1CSc1nc2ccccc2o1 | 105 | 0.2
O=C(Cn1nnc(-c2ccccc2Cl)n1)Nc1ccc(Br)cc1 | 104 | 0.2
CC(C)(C)NC(=O)Cn1cc(S(=O)(=O)Cc2ccccc2Cl)c2ccccc21 | 105 | -0.1
Cc1ccc(C(=O)Nc2cc(C(C)(C)C)nn2C)cc1 | 102 | 0.3
O=C(c1ccc2c(c1)N(Cc1ccc(F)cc1)CCS2)N1CCCCC1 | 100 | -1.5
O=C(CN1CC(=O)Oc2ccccc21)OCC(=O)c1ccccc1 | 106 | 1.1
O=C(Cc1ccc(Oc2ccccc2)cc1)c1ccccc1 | 108 | 0.9
COc1ccc(-n2ncc3c(NCCC4=CCCCC4)ncnc32)cc1 | 111&99 | 0.8&-0.4
O=C(c1nc2ncccn2n1)N1CCN(C(c2ccccc2)c2ccccc2)CC1 | 103 | 0.3
Clc1ccc(-n2ccc3ccccc32)cc1 | 100 | -0.6
Cc1cc(OCC(=O)Nc2ccc(N3CCN(C(=O)c4ccco4)CC3)cc2)cc(C)c1Cl | 101 | -0.3
CC1=C(C(C)C)Nc2nnnn2C1c1ccc(Br)cc1 (stereo not drawn) | 111 | 1.6
COC(=O)c1cc2c(-c3cccs3)nn(-c3ccccc3)c2n1Cc1cccc(C)c1 | 104 | 0.7
CC(C#N)Sc1nc(C2CCCCC2)n(-c2ccccc2)n1 (stereo not drawn) | 100 | -0.1
CC(C)(C)OC(=O)NC1CCN(S(=O)(=O)c2ccc(Cl)cc2)CC1 | 104 | 0.7
CCc1ccc(NC(=O)Cn2nc(C(F)(F)F)c3c2CCCC3)cc1 | 107 | 0.6

New compounds follow.
Structure | Polio RdRp inh | Polio RdRp inh FP z-score
O=C(c1cccn1-c1nnc(N2CCCCC2)s1)N1CCN(c2ccccc2)CC1 | 99 | -1.6
COc1ccc(-n2c(-c3ccco3)nc3c(cnn3-c3ccc(C)cc3)c2=O)cc1 | 107 | -0.4
O=C1c2ccccc2S(=O)(=O)NN1CC(=O)N1CCCc2ccccc21 | 102 | 0.2
NNC(=O)CSc1c(-c2cccs2)[nH]c2ccccc12 | 99 | -0.4
CCOc1ccccc1CNC(=O)CN1C(=O)CCCc2ccccc21 | 109 | 0.6
CCN(CC)C(=O)Cn1ncc2c1-c1cc(C)ccc1OC2 | 103 | 0.5
CCOc1ccc(-n2c(N)c(C(=O)N3CCN(C)CC3)sc2=S)cc1 | 99 | -0.5
Nc1nc(NCc2c(F)cccc2Cl)nn1-c1ccccc1 | 100 | -0.3
CN1CCC(=NOC(=O)c2ccc(Cl)cc2)CC1 | 102 | 0.4
O=c1c(O)c(-c2ccc(O)cc2)oc2cc(O)cc(O)c12 | 100 | 0.4
COc1cccc(N2CCN(C(=O)Cn3c(-c4cccs4)cc4ccccc43)CC2)c1 | 109 | -0.1
Cc1ccccc1C(=O)Nc1ccc2nc(SCC(=O)N3CCc4ccccc43)sc2c1 | 106 | -0.2
O=c1cc(N2CCCC2)c2ccccc2o1 | 100 | -0.4
